Assay outcomes deposited in PubChem BioAssay by Sanford-Burnham Center for Chemical Genomics.
APJ antag – antagonists of human apelin receptor APJ, primary screen, CHO-K1 cells, beta-arrestin complementation, luminescence; P35414; inhibition, % at 20 µM; actives 0.32% (n = 330,000); AID 2521, 2010;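 active = inhibition above about 40% at 20 µM, limit read from the data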;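 also: cells challenged with 10 nM apelin-13 agonist together with compound; plate controls were apelin-13 plus DMSO wells for no effect and DMSO wells lacking apelin-13 for full effect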
Target sequence (P35414 whole entry, looked up): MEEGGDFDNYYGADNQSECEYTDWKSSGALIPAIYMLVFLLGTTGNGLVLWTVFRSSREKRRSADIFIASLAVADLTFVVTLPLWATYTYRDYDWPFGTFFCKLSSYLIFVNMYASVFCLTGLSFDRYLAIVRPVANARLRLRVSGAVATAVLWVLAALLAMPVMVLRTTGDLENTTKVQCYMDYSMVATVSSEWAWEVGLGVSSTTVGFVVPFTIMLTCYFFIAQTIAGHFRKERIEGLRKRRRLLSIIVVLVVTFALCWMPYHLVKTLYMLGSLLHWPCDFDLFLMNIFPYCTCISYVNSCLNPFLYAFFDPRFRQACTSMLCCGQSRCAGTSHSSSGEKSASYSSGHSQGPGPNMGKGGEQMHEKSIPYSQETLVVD
ATG4B inh – ATG4B protease inhibitors, primary screen, biochemical, fluorescence, uHTS; actives 0.51% (n = 340,000); Cysteine protease ATG4B (Homo sapiens), Q9Y4P1; ATG4B cleavage of LC3-PLA2, NBD-HPC fluorescence, 1 h; inhibition, % at 8.33 µM; in the data active = inhibition above about 40%
APJ ag – agonists of human apelin receptor APJ, primary screen, CHO-K1 cells, PathHunter beta-arrestin, luminescence; actives 0.11% (n = 330,000); 0% DMSO wells, 100% apelin; activation, % at 20 µM;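 active = activation more than six SD over the plate average, tested at 20 µM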;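 also: 0% = DMSO alone and 100% = apelin-13 at 10 nM; some results filed as inactive read as strong as hits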
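assay system = CHO-K1 APJ beta-arrestin complementation cell line | input = cell density 1000 per well | dosing = compound 20 µM once, DMSO 1% | timing = compound 90 min 25 °C, reagent 1 h | measured by = luminescence from split beta-galactosidase complementation, Galacton Star/Emerald II substrate | read-out basis = APJ agonist activity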
UBC13 polyUb – UBC13 polyubiquitin chain formation inhibitors, primary screen, biochemical, TR-FRET, uHTS | Ubiquitin-conjugating enzyme E2 N (Homo sapiens), P61088 | inhibition, % at 20 µM | actives 0.47% (n = 330,000) | AID 485273, 2010; in the data active = inhibition above about 45%, passing the limit was not always enough; inconclusive = no clear call, values can overlap the other calls
Target sequence (P61088 whole entry, looked up): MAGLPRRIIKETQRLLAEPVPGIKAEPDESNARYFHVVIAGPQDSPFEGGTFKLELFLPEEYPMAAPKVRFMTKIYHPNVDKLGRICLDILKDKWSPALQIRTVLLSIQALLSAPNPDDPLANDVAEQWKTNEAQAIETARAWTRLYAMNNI
Gli-Sufu antag – Gli-Sufu pathway antagonists, primary screen, luciferase luminescence, Sufu-KO-LIGHT cells, uHTS | inhibition, % at 5 µM | actives 0.74% (n = 340,000) | Sufu-KO-LIGHT fibroblasts, Gli luciferase reporter luminescence;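 active = inhibition above about 55%, limit read from the data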;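 also: 0% = DMSO-treated cells and 100% = wells with medium but no cells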
CCR6 antag – CCR6 receptor antagonists, primary screen, cell-based, CHO-K1, luminescence, beta-arrestin, uHTS | C-C chemokine receptor type 6 (Homo sapiens), P51684 | CHO-K1 CCR6 PathHunter beta-arrestin, CCL20-stimulated | inhibition, % at 20 µM | actives 0.49% (n = 340,000) | AID 493098, 2011;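 active = compounds whose inhibition of the agonist-driven luminescence signal at 20 µM reaches about 50%, limit read from the data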;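 also: cells stimulated with CCL20 at 14 nM final; plate controls were DMSO with CCL20 for no effect and DMSO without agonist for full effect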
CXCR6 block – CXCR6 receptor inhibitors, primary screen, cell-based, beta-arrestin, luminescence, CHO-K1 PathHunter, 1536-well | C-X-C chemokine receptor type 6 (Homo sapiens), O00574 | actives 0.36% (n = 360,000) | inhibition, % at 20 µM; in the data active = inhibition above about 34%, passing the limit was not always enough;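 also: antagonist mode with CXCL16 agonist at 10 nM final; 0% = 10 nM CXCL16 with DMSO and 100% = unstimulated wells without agonist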
Target sequence (O00574 whole entry, looked up): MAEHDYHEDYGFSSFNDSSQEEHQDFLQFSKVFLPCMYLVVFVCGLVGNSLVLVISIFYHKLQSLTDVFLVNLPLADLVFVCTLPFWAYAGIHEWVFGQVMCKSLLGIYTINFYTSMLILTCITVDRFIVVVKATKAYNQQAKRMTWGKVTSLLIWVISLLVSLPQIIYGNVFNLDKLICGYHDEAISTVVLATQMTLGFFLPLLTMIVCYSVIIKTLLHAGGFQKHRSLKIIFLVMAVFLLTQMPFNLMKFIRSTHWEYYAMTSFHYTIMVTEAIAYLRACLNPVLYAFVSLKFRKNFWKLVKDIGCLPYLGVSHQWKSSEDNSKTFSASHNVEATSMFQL
EBI2 antag – EBI2 receptor antagonists, beta-arrestin recruitment, primary screen, cell-based, luminescence, 7a,25-OHC stimulation, uHTS | G-protein coupled receptor 183 (Homo sapiens), P32249 | actives 0.81% (n = 360,000) | 7a,25-OHC stimulated | AID 651636, 2012 | inhibition, % at 5 µM; in the data active = inhibition above about 38%;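 also: enzyme fragment complementation signal reports receptor beta-arrestin coupling in cells; 0% = agonist plus DMSO wells and 100% = wells without agonist; some results beyond the cut were filed as inactive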
An asterisk follows results filed as active; ? = inconclusive; . = no result given.

SMILES	APJ antag	ATG4B inh	APJ ag	UBC13 polyUb	Gli-Sufu antag	CCR6 antag	CXCR6 block	EBI2 antag
COc1ccc(S(=O)(=O)N2CCC(C(=O)NCCC(=O)NCc3ccncc3)CC2)cc1	0	-10	3	0	-17	4	0	3
CS(=O)(=O)c1nc(S(=O)(=O)c2ccc(Cl)cc2)c(N2CCCCC2)s1	-29	-4	-3	-8	26	9	-4	1
NC(=O)c1ccc(NC(=O)c2ccc3c(c2)OCO3)cc1	1	-6	2	-4	-56	10	-13	-6
COc1cc2c(c(OC)c1OC)CC(=O)N(C)CC2	-6	3	0	6	3	9	-2	-5
COCCNC(=O)CSc1nc2cc(OC)c(OC)cc2c(=O)n1CCC1=CCCCC1	.	2	.	.	18	1	-4	10
Fc1ccccc1CSc1ncn[nH]1	-17	10	-2	5	-20	0	0	0
C=CCN1C(=O)c2ccc(C(=O)N(C)CC(=O)Nc3ccc(OCC)c(OCC)c3)cc2C1=O	20	-11	-3	-1	-7	0	0	-7
Cc1onc(-c2c(F)cccc2Cl)c1C(=O)N[C@@H]1C(=O)N2C(C(=O)O)C(C)(C)S[C@H]12 (stereo partly specified)	-1	-7	5	-16	12	8	-1	3
O=C(Nc1cccnc1)C1CCN(S(=O)(=O)c2ccc(Cl)cc2)CC1	-17	10	1	-4	-8	-1	-8	-13
CCCc1ccc2oc(C(=O)N(C)Cc3ccn[nH]3)c(C)c2c1	19	4	1	2	-45	14	4	15
COc1ccc([N+](=O)[O-])cc1NCC(=O)c1ccc(C)cc1	14	4	-7	-15	.	23	9	18
COCCN1Cc2cccc(C(=O)NCc3ccc4c(c3)OCO4)c2C1=O	-3	-10	-2	18	-9	4	-6	-4
Cc1ccccc1OCc1nnc(SCC(=O)O)n1Cc1ccccc1	-23	2	-3	-1	-4	5	-1	5
COCCn1c(SC(C)C(=O)NCC2CCCO2)nc2sc3c(c2c1=O)CCC3 (stereo unspecified)	22	12	-1	-6	9	4	5	-3
COc1ccccc1CN1CC(C(=O)NCC2CCCO2)CC1=O (stereo unspecified)	13	-5	-3	-6	7	-1	2	7
c1cc(-c2cccs2)nc(-c2cccs2)c1	-16	0	-5	4	-14	-3	-4	-10
O=C(COC(=O)CCSc1ccccc1Cl)Nc1ccc(F)cc1F	4	7	-2	6	1	2	5	-4
Cc1ccn2cc(CC(=O)O)nc2c1	-5	2	-1	-5	6	-7	6	3
CC(=O)NN1C(=O)/C(=C2/Sc3ccccc3N2C)SC1=S	10	1	-3	-3	-6	7	-13	6
CC(C)=C1SC(N2CCN(c3ccc(C)c(Cl)c3)CC2)=NC1=O	12	-10	-5	7	0	6	-3	-8
COc1ccc2nc(SCCC(=O)O)cc(C)c2c1	-6	-1	-4	8	2	3	1	5
CCOc1cccc(NC(=O)C2CC(=O)NC(=Nc3ccccc3)S2)c1 (stereo unspecified)	17	-5	4	-2	6	-2	-4	7
Cn1nccc1C(=O)N/N=C/c1c(O)ccc2ccccc12	-7	-13	5	-17	85*	32	-10	1
O=C(N/N=C/c1ccco1)c1ccc(NC(=O)C2CC2)cc1	-25	2	-2	-10	-7	7	4	-8
CCc1sc(C(=O)NCc2ccco2)cc1C	-19	2	2	4	2	9	4	0

New compounds follow:
SMILES	APJ antag	ATG4B inh	APJ ag	UBC13 polyUb	Gli-Sufu antag	CCR6 antag	CXCR6 block	EBI2 antag
NC(=O)c1ccc(-n2nnnc2SCC(=O)Nc2ccc(N3CCOCC3)c(Cl)c2)cc1	17	6	0	-5	5	-6	1	5
COc1ccc(S(=O)(=O)N2CCCC2C(=O)Nc2nc3c(s2)CCCC3)cc1 (stereo unspecified)	-1	-6	2	-6	2	3	-6	-1
COCCCNC(=S)N1CCN(c2nc(-c3cccc(OC)c3)cs2)CC1	-6	-3	-5	-16	12	-3	-5	10
C=CCN(c1ccccc1)S(=O)(=O)c1cccc(C(=O)Nc2ccncc2)c1	-14	-9	13	-6	28	12	0	-1
COc1ccc(S(=O)(=O)N2CCOCC2)cc1C(=O)Nc1nc2ccccc2s1	-12	-22	3	?	-8	4	-7	8
CCN(CC)S(=O)(=O)c1cccc(C(=O)N[C@H](C(=O)OCC(N)=O)C(C)C)c1	14	-6	0	-3	-2	1	-1	-6
Cc1cc(C(C)(C)C)oc1C(=O)N(CC(=O)NC1CCCC1)c1cccc(C(F)(F)F)c1	-8	-10	0	-6	33	25	0	31
CC(C)(C)C(=O)OCc1cn(-c2ccc(Cl)cc2)nn1	-2	1	0	-9	2	6	2	10
CN(C)C(CNC(=O)c1cccc(S(=O)(=O)Nc2ccc(SC(F)F)cc2)c1)c1ccccc1 (stereo unspecified)	.	-24	.	.	-10	13	-9	2
Cc1cc(C)c(Cn2cnc3ccccc32)c(C)c1	8	-1	-2	13	0	10	0	2
Cc1cc(C)c2nc3nc(C)c(C)cc3c(N)c2c1	18	-7	-5	-7	11	27	4	7
COc1ccc([N+](=O)[O-])cc1NC(=O)C(C)N(C)Cc1ccc(Br)cc1 (stereo unspecified)	9	-3	-3	-2	15	17	12	37
COc1ccc(/C=C/C(=O)O)cc1Cl	6	2	0	-5	-1	5	2	-2
CCOCCCNC(=O)c1ccccc1NC(=O)C1=C(C)OCCS1	15	2	-2	6	3	16	-3	1
CC(=O)NCc1ccc(S(=O)(=O)N/N=C/c2ccc(N(C)C)cc2)cc1	-9	2	-1	1	3	10	-4	-15
COc1ccc(-c2nnn(CC(=O)NC(=O)NC3CCCCC3)n2)cc1OC	4	-43	-3	3	-20	14	-4	3
COC(=O)c1sc2ncccc2c1OCc1ccc(Cl)cc1	16	-3	-4	-2	-6	24	0	26
COc1cc(Cl)ccc1OCc1cc(C(=O)N(C)CCc2c(C)n[nH]c2C)no1	2	-3	-2	5	-1	6	-3	-5
CC(C)(C)C(=O)[C@H]1[C@H](c2ccccc2)[C@@]2(N=C(c3ccccc3)OC2=O)C2c3ccccc3C=NN21 (stereo partly specified)	5	2	-2	-9	-13	1	2	7
COc1cc(CCC(=O)NCc2ccc(F)cc2)cc(OC)c1OC	-3	-1	-5	-7	-23	-3	-2	3
Cc1ccc(Oc2ccc(OCC(=O)NC(C)C(=O)O)cc2)cc1 (stereo unspecified)	18	-6	-8	-1	10	-5	-2	4
CC1(C)CC(=O)C(C(=S)Nc2ccc(F)cc2)=C(NCCN2CCOCC2)C1	11	0	-2	-6	1	6	2	9
Cc1nnc2ccc(-c3ccc(NS(=O)(=O)c4ccccc4)cc3)nn12	4	-6	2	0	2	2	-2	-2
O=C(CN1C(=O)S/C(=C/c2cccs2)C1=O)N1CCCC1	3	-5	-2	-1	-11	9	-8	-1
Cc1ccc2nc3c(c(Nc4ccccc4)c2c1)CCC3	8	31	-5	0	22	11	-5	-2

In the list so far, these contain a thiophene ring, fused or not:
SMILES	APJ antag	ATG4B inh	APJ ag	UBC13 polyUb	Gli-Sufu antag	CCR6 antag	CXCR6 block	EBI2 antag
COCCn1c(SC(C)C(=O)NCC2CCCO2)nc2sc3c(c2c1=O)CCC3 (stereo unspecified)	22	12	-1	-6	9	4	5	-3
c1cc(-c2cccs2)nc(-c2cccs2)c1	-16	0	-5	4	-14	-3	-4	-10
CCc1sc(C(=O)NCc2ccco2)cc1C	-19	2	2	4	2	9	4	0
COC(=O)c1sc2ncccc2c1OCc1ccc(Cl)cc1	16	-3	-4	-2	-6	24	0	26
O=C(CN1C(=O)S/C(=C/c2cccs2)C1=O)N1CCCC1	3	-5	-2	-1	-11	9	-8	-1

(more compounds)
SMILES	APJ antag	ATG4B inh	APJ ag	UBC13 polyUb	Gli-Sufu antag	CCR6 antag	CXCR6 block	EBI2 antag
Cc1ccc(C(=O)Nc2nccs2)cc1	11	-10	-2	9	-78	-1	-1	-6
Cc1ccc(NC(=O)c2cc(C(=O)c3cc(Cl)ccc3O)cn(-c3ccc(C)cc3)c2=O)cc1	-23	-1	2	-27	-8	21	-19	-8
Cc1cc(OCCSc2nnc(-c3cccs3)n2C)ccc1Cl	5	-5	-5	11	-8	21	6	6
CCCCN(CCCNC(=O)CN1C(=O)COc2ccc(S(=O)(=O)N3CCC(C)CC3)cc21)Cc1ccccc1	24	-5	-6	10	34	44	14	2
C=CCOC(=O)N1CCC2CC1c1cc(-c3cccc(C)c3)ccc12 (stereo unspecified)	.	-3	.	.	-1	19	6	12
CCN1C(=O)C(=O)N(CC(=O)Nc2cc(C)ccc2C)C1=O	-45	-5	-4	-8	3	-1	3	-7
COc1ccc(-c2nnc(SCc3cccc(C)c3)n2N)cc1	7	-5	-2	4	-4	-6	4	4
Cc1ccc(S(=O)(=O)N(C)c2ccc(C(=O)N3CCC(C(N)=O)CC3)cc2)cc1	16	-3	5	3	-1	-4	-4	-3
S=C(Nc1ccc(Cl)cc1)N1CCN(Cc2ccccc2)CC1	6	-30	-6	-10	-16	-5	-2	-9
CCn1nc(C)cc1C(=O)N1CCCC(C(=O)c2ccc(Oc3ccccc3)cc2)C1 (stereo unspecified)	7	7	-1	3	20	5	-3	-9
Cc1ccc(N2C(=O)C(Cl)=C(N3CCCCCC3)C2=O)c(C)c1	17	7	-1	-2	11	27	6	13
CC(C)(C)C(=O)N(CCN(C(=O)C(C)(C)C)c1ccccc1)c1ccccc1	-6	-6	-6	5	7	-1	7	12
Cc1ccc(S(=O)(=O)Nc2ccc(S(=O)(=O)Nc3ncccn3)cc2)cc1	-11	0	1	0	-6	-10	-4	3
COCCNC(=S)Nc1ccc(N2CCOCC2)c(S(=O)(=O)Nc2ccccc2OC)c1	1	-7	-4	5	14	4	-8	12
Cc1ccccc1NC(=O)N1CCCC1C(=O)NCc1cccs1 (stereo unspecified)	-15	1	-2	-1	3	7	-5	-5
CCN(CC)C(=O)CSc1nc2c(sc(=S)n2-c2ccccc2OC)c(=O)n1-c1ccccc1	4	-13	0	-2	12	17	-7	15
COc1ccc(Nc2nc(N)nc(CSCCO)n2)cc1	0	4	1	0	-14	-5	-20	9
O=C(N/N=C/c1ccc(Sc2nc3ccccc3[nH]2)o1)c1ccncc1	0	-15	2	-5	3	15	10	-17
CCOc1ccc(/C=C2\CCCc3c2nc2ccccc2c3C(=O)O)cc1OC	-18	.	24	7	.	.	-2	-14
CCCCC1(C)NC(=O)N(CC(=O)Nc2cc(S(=O)(=O)N3CCOCC3)ccc2Cl)C1=O (stereo unspecified)	-1	-7	-3	-14	2	7	-2	1
COc1ccccc1OC(C)C(=O)N1CCC(Cc2ccccc2)CC1 (stereo unspecified)	4	-15	2	2	8	15	-4	2
Cc1c2c(nc3c(C(=O)NC4CC4)cnn13)CCCC2	10	2	-5	1	-8	-4	8	-5
NNC(=O)CNC(=O)C12CC3CC(CC(C3)C1)C2	16	1	-4	18	-6	-1	0	7
COc1ccc(C(CNC(=O)c2ccc(NS(=O)(=O)c3ccc(F)c(C)c3)cc2)N2CCCC2)cc1 (stereo unspecified)	.	-5	.	.	27	13	6	6
COc1cccc(Oc2ccc3nnc(C(F)(F)F)n3n2)c1	7	18	-2	-2	1	-6	10	-6
CCc1ccc(OCC2c3cc(OC)c(OC)cc3CCN2C(=S)NCCOC)cc1 (stereo unspecified)	21	-15	-2	5	7	8	0	3
O=C(Cn1cncn1)NCc1cccc(OC(F)F)c1	12	0	-1	8	-11	2	-4	-11
CCCOc1ccc(N2C(=O)CC(N3CCN(CCN=CC4C(=O)CC(C)(C)CC4=O)CC3)C2=O)cc1 (stereo unspecified)	-2	-8	-1	-1	1	17	0	-7
